RGS7-Gao reg: human RGS7-Galphao interaction regulation. P09471. actives 0.35% (n = 220,000). binding response (% of control), % at 10 µM. AID 1439. Multiplexed bead flow cytometry, RGS7-Galphao binding; actives lie on both sides; in the data active = binding response below about 49% or above about 150%; inconclusive = no clear call, values can overlap the other calls; inactive = in between;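 note: fluorescent Galphao held in activated GDP-AlF4 state binding bead-coupled RGS7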
Target sequence (P09471 whole entry, looked up): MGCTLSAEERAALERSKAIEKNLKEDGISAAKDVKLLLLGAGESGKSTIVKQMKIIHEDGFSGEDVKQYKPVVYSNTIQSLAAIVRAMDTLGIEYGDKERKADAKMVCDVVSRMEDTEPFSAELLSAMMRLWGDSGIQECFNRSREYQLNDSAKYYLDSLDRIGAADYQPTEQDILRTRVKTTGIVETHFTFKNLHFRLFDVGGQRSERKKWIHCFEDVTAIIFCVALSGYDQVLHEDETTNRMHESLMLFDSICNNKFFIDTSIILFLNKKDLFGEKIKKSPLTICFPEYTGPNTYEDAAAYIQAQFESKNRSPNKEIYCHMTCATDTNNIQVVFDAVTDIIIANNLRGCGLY
RGS4-Gao reg: human RGS4-Galphao interaction regulation; P09471; Multiplexed bead flow cytometry, RGS4-Galphao binding; actives lie on both sides; binding response (% of control), % at 10 µM; actives 0.33% (n = 220,000); AID 1415; in the data active = binding response below about 49% or above about 150%; inactive = in between;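 note: fluorescent Galphao activated with aluminum fluoride binding bead-coupled RGS4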
Bim-Bcl-W: human Bim-Bcl-W interaction inhibition; Q92843; bead-based flow cytometry, Bim peptide-Bcl-W binding; inhibition, % at 10 µM; actives 0.02% (n = 190,000); AID 952;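 note: 0% = bound tracer without compound and 100% = peptide blocker; higher means less fluorescent Bim peptide bound to Bcl-W beads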
Bfl-1 Bim block: disrupts Bim binding to human Bfl-1. AID 1008. inhibition, % at 10 µM. Q16548. actives 0.12% (n = 190,000). Bead-based flow cytometry, Bim-Bfl-1 binding inhibition;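 note: 0% = wells without compound plus tracer and 100% = blocker peptide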
Mcl1 Bid PPI: disrupts binding of human Mcl-1 to Bid peptide | Q07820 | TR-FRET Mcl-1/Bid-Dy647 peptide binding, 1536-well | inhibition, % at 21.7 µM | actives 0.97% (n = 220,000) | AID 1021;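 active = compounds that cut the binding signal by more than half at the single screening dose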;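 note: His-tagged Mcl-1 with europium anti-His antibody binding Bid BH3 peptide; 0% = Mcl-1 plus peptide wells and 100% = peptide-only wells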
Bcl-2 Bim block: inhibitors of Bim-Bcl-2 interaction, human. inhibition, % at 10 µM. Bead-based flow cytometry, Bim peptide-Bcl-2 binding. actives 0.06% (n = 190,000). P10415. AID 950; in the data active = inhibition above about 40%; inconclusive = no clear call, values can overlap the other calls;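 note: 0% = no compound wells with probe peptide and 100% = reference peptide inhibitor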
Target sequence (P10415 whole entry, looked up): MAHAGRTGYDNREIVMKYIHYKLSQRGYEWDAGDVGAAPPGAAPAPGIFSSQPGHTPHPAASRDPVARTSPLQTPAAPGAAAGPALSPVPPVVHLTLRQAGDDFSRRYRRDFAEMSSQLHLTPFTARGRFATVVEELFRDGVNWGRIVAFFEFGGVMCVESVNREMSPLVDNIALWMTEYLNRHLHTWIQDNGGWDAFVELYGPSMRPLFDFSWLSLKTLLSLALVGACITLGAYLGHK
Mcl-1 Bim block: human Bim-Mcl-1 interaction inhibition; Bead-based flow cytometry, Bim peptide-Mcl-1 binding; actives 0.1% (n = 190,000); AID 1009; inhibition, % at 10 µM; Q07820;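 note: 0% = no compound tracer wells and 100% = peptide blocker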
Bcl-B Bim block: disrupts Bim peptide binding to human Bcl-B; Q9HD36; actives 0.073% (n = 190,000); inhibition, % at 10 µM; bead-based flow cytometry;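 note: 0% = tracer peptide without compound and 100% = reference inhibitor peptide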
Target sequence (Q9HD36 whole entry, looked up): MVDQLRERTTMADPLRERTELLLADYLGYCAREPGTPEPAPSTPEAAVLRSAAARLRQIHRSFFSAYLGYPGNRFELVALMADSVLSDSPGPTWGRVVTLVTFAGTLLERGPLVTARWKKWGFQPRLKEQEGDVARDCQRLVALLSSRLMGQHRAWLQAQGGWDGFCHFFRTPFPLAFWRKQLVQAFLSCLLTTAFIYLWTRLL
Bim-Bcl-XL: disrupts Bim peptide binding to human Bcl-XL | bead flow cytometry, fluorescence | inhibition, % at 10 µM | actives 0.04% (n = 190,000) | AID 1007
Target sequence (Q07817 whole entry, looked up): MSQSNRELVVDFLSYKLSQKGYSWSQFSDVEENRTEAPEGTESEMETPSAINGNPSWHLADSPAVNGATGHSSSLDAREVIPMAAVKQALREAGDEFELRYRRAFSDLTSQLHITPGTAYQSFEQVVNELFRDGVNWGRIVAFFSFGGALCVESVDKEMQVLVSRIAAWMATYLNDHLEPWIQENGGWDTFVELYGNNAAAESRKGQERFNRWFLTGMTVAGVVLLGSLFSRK
GSH fluor: GSH bead compound fluorescence profile; GSH beads flow cytometry, compound fluorescence 488/530 nm; active compounds read high; fluorescence (KMESF) at 10 µM; actives 0.25% (n = 190,000); in the data active = fluorescence above about 89;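 note: glutathione beads carrying GST-tagged Bcl family fusion proteins plus one bare bead set; values are compound well signal with DMSO vehicle wells as background; inactives centre near 16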
RGS8-Gao: regulators of human RGS8-Galphao interaction; P09471; multiplexed bead flow cytometry, RGS8-Galphao binding; actives lie on both sides; response (percent of control binding), % at 10 µM; actives 0.34% (n = 220,000); AID 1423; in the data active = response below about 60% or above about 140%; inactive = in between;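 note: Galphao activated as the GDP aluminium fluoride complex binding bead-coupled RGS8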
* marks the source's active call; other numbers are inactive results. Cut-off read from the data, not from the text of the source, unless noted: active = inhibition above about 40%.

How did COc1ccc(-c2csc(Nc3ncccc3C)n2)cc1 do in these assays?
RGS7-Gao reg: 101; RGS4-Gao reg: 107; Bim-Bcl-W: 0; Bfl-1 Bim block: 9; Mcl1 Bid PPI: -34; Bcl-2 Bim block: 8; Mcl-1 Bim block: 1; Bcl-B Bim block: 2; Bim-Bcl-XL: 4; GSH fluor: 23; RGS8-Gao: 98

How did CCOC(=O)c1ccc(NC(=S)N(CCCN2CCCC(C)C2)Cc2cccs2)cc1 (stereo not drawn) do in these assays?
RGS7-Gao reg: inconclusive; RGS4-Gao reg: 102; Bim-Bcl-W: 0; Bfl-1 Bim block: 1; Mcl1 Bid PPI: -47; Bcl-2 Bim block: -5; Mcl-1 Bim block: -6; Bcl-B Bim block: -23; Bim-Bcl-XL: -3; GSH fluor: 16; RGS8-Gao: 101

How did Cc1cc(S(=O)(=O)Nc2ccc3c(c2)COC3=O)ccc1F do in these assays?
RGS7-Gao reg: 106; RGS4-Gao reg: 102; Bim-Bcl-W: -4; Bfl-1 Bim block: -6; Mcl1 Bid PPI: -29; Bcl-2 Bim block: -6; Mcl-1 Bim block: 0; Bcl-B Bim block: -6; Bim-Bcl-XL: 0; GSH fluor: 11; RGS8-Gao: 105

What do the screens show for `c1ccc(Nc2cccc(Nc3ccccc3)n2)cc1`?
RGS7-Gao reg: 90; RGS4-Gao reg: 102; Bim-Bcl-W: 47*; Bfl-1 Bim block: 68*; Mcl1 Bid PPI: -21; Bcl-2 Bim block: 30; Mcl-1 Bim block: 32; Bcl-B Bim block: 13; Bim-Bcl-XL: 15; GSH fluor: 5; RGS8-Gao: 97

How did O=C(Nc1ccc(N2CCCC2)c(S(=O)(=O)Nc2cccc(C(F)(F)F)c2)c1)c1cccs1 do in these assays?
RGS7-Gao reg: 98; RGS4-Gao reg: 100; Bim-Bcl-W: -1; Bfl-1 Bim block: -12; Mcl1 Bid PPI: -23; Bcl-2 Bim block: -8; Mcl-1 Bim block: -2; Bcl-B Bim block: -7; Bim-Bcl-XL: -11; GSH fluor: 9; RGS8-Gao: 103

How did CCOc1ccc(OCC(=O)Nc2ccc(OC)cc2)cc1 do in these assays?
RGS7-Gao reg: 103; RGS4-Gao reg: 100; Bim-Bcl-W: 0; Bfl-1 Bim block: 0; Mcl1 Bid PPI: -21; Bcl-2 Bim block: 0; Mcl-1 Bim block: -1; Bcl-B Bim block: -1; Bim-Bcl-XL: -2; GSH fluor: 10; RGS8-Gao: 100

Results for CCOC(=O)C[N+](CC)(CC)CC#Cc1ccccc1 ?
RGS7-Gao reg: 100; RGS4-Gao reg: 103; Bim-Bcl-W: -3; Bfl-1 Bim block: -2; Mcl1 Bid PPI: -22; Bcl-2 Bim block: -3; Mcl-1 Bim block: -4; Bcl-B Bim block: -8; Bim-Bcl-XL: -5; GSH fluor: 9; RGS8-Gao: 101

Results for O=C(Nc1ccncc1)c1cc(-c2ccccn2)nc2ccccc12 ?
RGS7-Gao reg: inconclusive; RGS4-Gao reg: 105; Bim-Bcl-W: 5; Bfl-1 Bim block: 3; Mcl1 Bid PPI: -24; Bcl-2 Bim block: 0; Mcl-1 Bim block: 0; Bcl-B Bim block: -2; Bim-Bcl-XL: 0; GSH fluor: 13; RGS8-Gao: 100

Results for Cc1cccc(NC(=O)c2ccc(S(=O)(=O)N3CCOCC3)cc2)n1 ?
RGS7-Gao reg: 99; RGS4-Gao reg: 102; Bim-Bcl-W: -2; Bfl-1 Bim block: -4; Mcl1 Bid PPI: -2; Bcl-2 Bim block: -2; Mcl-1 Bim block: -3; Bcl-B Bim block: -4; Bim-Bcl-XL: -3; GSH fluor: 17; RGS8-Gao: 100

What do the screens show for `CCC(=O)Nc1ccc(-c2csc(C)n2)cc1`?
RGS7-Gao reg: 98; RGS4-Gao reg: 100; Bim-Bcl-W: -2; Bfl-1 Bim block: 0; Mcl1 Bid PPI: -8; Bcl-2 Bim block: 0; Mcl-1 Bim block: -2; Bcl-B Bim block: -6; Bim-Bcl-XL: -3; GSH fluor: 13; RGS8-Gao: 98

Results for O=c1cc(CSc2nnnn2-c2ccccc2)[nH]c2[nH]n(-c3ccccc3)c(=O)c12 ?
RGS7-Gao reg: 102; RGS4-Gao reg: 101; Bim-Bcl-W: 2; Bfl-1 Bim block: -10; Mcl1 Bid PPI: -29; Bcl-2 Bim block: -3; Mcl-1 Bim block: 0; Bcl-B Bim block: -9; Bim-Bcl-XL: 0; GSH fluor: 34; RGS8-Gao: 101

What do the screens show for `COc1ccc(N(CC(=O)NCC2CCCO2)C(=O)CCC(=O)Nc2nccs2)cc1` (stereo not drawn)?
RGS7-Gao reg: 100; RGS4-Gao reg: 78; Bim-Bcl-W: 0; Bfl-1 Bim block: -3; Mcl1 Bid PPI: -4; Bcl-2 Bim block: 0; Mcl-1 Bim block: -1; Bcl-B Bim block: -3; Bim-Bcl-XL: -3; GSH fluor: 18; RGS8-Gao: 86

Results for CCN(CCn1cccn1)C(=O)CC1C(=O)NCCN1CC1CCCCC1 (stereo not drawn) ?
RGS7-Gao reg: 95; RGS4-Gao reg: 99; Bim-Bcl-W: -2; Bfl-1 Bim block: -5; Mcl1 Bid PPI: -37; Bcl-2 Bim block: -3; Mcl-1 Bim block: 0; Bcl-B Bim block: -3; Bim-Bcl-XL: -2; GSH fluor: 11; RGS8-Gao: 98

What do the screens show for `O=C(c1ccco1)N1CCN(C(c2ccccc2Cl)c2nnnn2CC2CCCO2)CC1` (stereo not drawn)?
RGS7-Gao reg: 99; RGS4-Gao reg: 100; Bim-Bcl-W: -2; Bfl-1 Bim block: -4; Mcl1 Bid PPI: 12; Bcl-2 Bim block: 0; Mcl-1 Bim block: 0; Bcl-B Bim block: 0; Bim-Bcl-XL: -2; GSH fluor: 23; RGS8-Gao: 102

How did CCN(CC)S(=O)(=O)c1ccc2c(c1)nc(CCC(=O)Nc1ccc3c(c1)OCO3)n2C do in these assays?
RGS7-Gao reg: 97; RGS4-Gao reg: 93; Bim-Bcl-W: 1; Bfl-1 Bim block: 3; Mcl1 Bid PPI: -32; Bcl-2 Bim block: -1; Mcl-1 Bim block: -5; Bcl-B Bim block: -5; Bim-Bcl-XL: -3; GSH fluor: 5; RGS8-Gao: 99

What do the screens show for `CC(=O)Nc1ccc(NC(=O)C2CC(=O)N(Cc3ccccc3)C2)cc1` (stereo not drawn)?
RGS7-Gao reg: 106; RGS4-Gao reg: 99; Bim-Bcl-W: 0; Bfl-1 Bim block: -4; Mcl1 Bid PPI: -9; Bcl-2 Bim block: -1; Mcl-1 Bim block: -3; Bcl-B Bim block: -2; Bim-Bcl-XL: -1; GSH fluor: 10; RGS8-Gao: 103

What do the screens show for `Cc1ccnc(NS(=O)(=O)c2ccc(N3C(=O)Nc4ccccc4N3O)cc2)c1`?
RGS7-Gao reg: 101; RGS4-Gao reg: 105; Bim-Bcl-W: -1; Bfl-1 Bim block: -4; Mcl1 Bid PPI: 6; Bcl-2 Bim block: -4; Mcl-1 Bim block: 0; Bcl-B Bim block: -6; Bim-Bcl-XL: 0; GSH fluor: 12; RGS8-Gao: 102

Results for CC(=O)Nc1nc(C)c(Oc2ccc(Cl)cc2Cl)c(=O)[nH]1 ?
RGS7-Gao reg: 100; RGS4-Gao reg: 102; Bim-Bcl-W: -3; Bfl-1 Bim block: -16; Mcl1 Bid PPI: -22; Bcl-2 Bim block: -8; Mcl-1 Bim block: -3; Bcl-B Bim block: -11; Bim-Bcl-XL: -9; GSH fluor: 33; RGS8-Gao: 101

What do the screens show for `COc1ccccc1Nc1nc2ccccc2[nH]1`?
RGS7-Gao reg: 100; RGS4-Gao reg: 102; Bim-Bcl-W: 0; Bfl-1 Bim block: -14; Mcl1 Bid PPI: -39; Bcl-2 Bim block: -9; Mcl-1 Bim block: -5; Bcl-B Bim block: -9; Bim-Bcl-XL: -8; GSH fluor: 33; RGS8-Gao: 103

How did N#Cc1c(SCC(=O)Nc2nccs2)nc2c(c1-c1ccco1)CCCC2 do in these assays?
RGS7-Gao reg: 96; RGS4-Gao reg: 96; Bim-Bcl-W: 0; Bfl-1 Bim block: 6; Mcl1 Bid PPI: 33; Bcl-2 Bim block: 1; Mcl-1 Bim block: 2; Bcl-B Bim block: -3; Bim-Bcl-XL: 1; GSH fluor: 19; RGS8-Gao: 100

How did CCN1CCN(Cc2cccc(Oc3ccc(Cl)cc3)c2)CC1 do in these assays?
RGS7-Gao reg: 104; RGS4-Gao reg: 102; Bim-Bcl-W: -1; Bfl-1 Bim block: -3; Mcl1 Bid PPI: 13; Bcl-2 Bim block: 0; Mcl-1 Bim block: -2; Bcl-B Bim block: 0; Bim-Bcl-XL: -6; GSH fluor: 53; RGS8-Gao: 97

How did O=S(=O)(Cc1ccccc1)NCC1CCCO1 (stereo not drawn) do in these assays?
RGS7-Gao reg: 99; RGS4-Gao reg: 97; Bim-Bcl-W: 3; Bfl-1 Bim block: -4; Mcl1 Bid PPI: -28; Bcl-2 Bim block: 0; Mcl-1 Bim block: 1; Bcl-B Bim block: -8; Bim-Bcl-XL: 1; GSH fluor: 7; RGS8-Gao: 96

How did CCc1ccc(NC(=O)CNC(=O)c2cn(-c3ccccc3OC)c(=O)c3ccccc23)cc1 do in these assays?
RGS7-Gao reg: 108; RGS4-Gao reg: 106; Bim-Bcl-W: 1; Bfl-1 Bim block: -13; Mcl1 Bid PPI: -25; Bcl-2 Bim block: -7; Mcl-1 Bim block: 0; Bcl-B Bim block: -6; Bim-Bcl-XL: -4; GSH fluor: 29; RGS8-Gao: 106

Results for COc1ccc(CC(=O)Nc2ccc(N3CCCCC3)cc2)cc1 ?
RGS7-Gao reg: 101; RGS4-Gao reg: 102; Bim-Bcl-W: 0; Bfl-1 Bim block: -4; Mcl1 Bid PPI: -21; Bcl-2 Bim block: -2; Mcl-1 Bim block: -2; Bcl-B Bim block: -7; Bim-Bcl-XL: -3; GSH fluor: 14; RGS8-Gao: 104

What do the screens show for `O=c1c2ccccc2cnn1Cc1cccc(Br)c1`?
RGS7-Gao reg: 100; RGS4-Gao reg: 99; Bim-Bcl-W: -2; Bfl-1 Bim block: -2; Mcl1 Bid PPI: 3; Bcl-2 Bim block: -5; Mcl-1 Bim block: -5; Bcl-B Bim block: -1; Bim-Bcl-XL: 0; GSH fluor: 17; RGS8-Gao: 109

Results for Cc1cc(Nc2nc3ccccc3nc2Cl)n(-c2ccccc2C)n1 ?
RGS7-Gao reg: 101; RGS4-Gao reg: 98; Bim-Bcl-W: 0; Bfl-1 Bim block: -18; Mcl1 Bid PPI: -12; Bcl-2 Bim block: -12; Mcl-1 Bim block: -3; Bcl-B Bim block: -10; Bim-Bcl-XL: -10; GSH fluor: 37; RGS8-Gao: 100

Retrieved by compound from the list above, two records:
How did CCN1CCN(Cc2cccc(Oc3ccc(Cl)cc3)c2)CC1 do in these assays?
RGS7-Gao reg: 104; RGS4-Gao reg: 102; Bim-Bcl-W: -1; Bfl-1 Bim block: -3; Mcl1 Bid PPI: 13; Bcl-2 Bim block: 0; Mcl-1 Bim block: -2; Bcl-B Bim block: 0; Bim-Bcl-XL: -6; GSH fluor: 53; RGS8-Gao: 97

How did O=S(=O)(Cc1ccccc1)NCC1CCCO1 (stereo not drawn) do in these assays?
RGS7-Gao reg: 99; RGS4-Gao reg: 97; Bim-Bcl-W: 3; Bfl-1 Bim block: -4; Mcl1 Bid PPI: -28; Bcl-2 Bim block: 0; Mcl-1 Bim block: 1; Bcl-B Bim block: -8; Bim-Bcl-XL: 1; GSH fluor: 7; RGS8-Gao: 96

From PubChem BioAssay
